# From PubChem
# VHR inh abs: DUSP3 (human) phosphatase inhibition; recombinant VHR phosphatase, pNPP absorbance; inhibition, % at 13.3 µM; hit rate 0.52% among 290,000; AID 1654; in the data active = inhibition above about 50%; also: some compounds called inactive have numbers as strong as hits
# Target sequence (P51452 whole entry, looked up): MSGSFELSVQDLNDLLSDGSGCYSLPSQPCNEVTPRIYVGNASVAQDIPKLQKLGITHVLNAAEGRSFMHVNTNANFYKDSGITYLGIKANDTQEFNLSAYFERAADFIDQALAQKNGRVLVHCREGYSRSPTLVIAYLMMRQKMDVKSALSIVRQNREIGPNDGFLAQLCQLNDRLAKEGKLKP
# Anthrax LF prot: blocks Bacillus anthracis lethal factor protease; P15917; hit rate 0.12% among 360,000; multiplex microsphere protease cleavage assay, LF; inhibition, % at 10 µM; also: plate controls were buffer without enzyme for full effect and enzyme alone for no effect
# Target sequence (P15917 whole entry, looked up): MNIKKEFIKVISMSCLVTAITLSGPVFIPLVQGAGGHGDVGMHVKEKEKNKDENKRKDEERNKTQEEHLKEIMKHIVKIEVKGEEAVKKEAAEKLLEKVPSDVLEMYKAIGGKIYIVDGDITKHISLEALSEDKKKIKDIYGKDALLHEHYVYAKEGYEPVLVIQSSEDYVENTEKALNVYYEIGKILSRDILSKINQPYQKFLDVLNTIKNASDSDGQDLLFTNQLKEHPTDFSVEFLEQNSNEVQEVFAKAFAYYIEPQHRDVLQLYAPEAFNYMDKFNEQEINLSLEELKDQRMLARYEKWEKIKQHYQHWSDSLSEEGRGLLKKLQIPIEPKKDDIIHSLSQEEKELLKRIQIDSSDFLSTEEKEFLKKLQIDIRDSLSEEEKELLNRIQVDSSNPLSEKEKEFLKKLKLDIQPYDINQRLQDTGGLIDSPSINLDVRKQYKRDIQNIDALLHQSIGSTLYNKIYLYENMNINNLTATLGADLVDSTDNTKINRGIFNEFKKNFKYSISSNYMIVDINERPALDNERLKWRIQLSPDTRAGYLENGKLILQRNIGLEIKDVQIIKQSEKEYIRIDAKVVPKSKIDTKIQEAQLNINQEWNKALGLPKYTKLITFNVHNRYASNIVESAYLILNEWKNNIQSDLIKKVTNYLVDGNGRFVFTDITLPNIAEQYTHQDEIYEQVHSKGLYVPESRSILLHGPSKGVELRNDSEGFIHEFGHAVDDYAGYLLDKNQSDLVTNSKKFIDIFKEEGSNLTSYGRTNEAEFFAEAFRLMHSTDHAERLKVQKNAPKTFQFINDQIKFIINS
# BoNT-A LC inh2: inhibitors of Botulinum neurotoxin A light chain protease; multiplex microsphere protease substrate cleavage, flow cytometry; inhibition, % at 10 µM; hit rate 0.17% among 360,000; AID 588499; also: plate controls were buffer without enzyme for full effect and enzyme alone for no effect
# Rv3671c protease: inhibitors of M. tuberculosis serine protease Rv3671c; AID 2606; P9WHR9; inhibition, % at 5.96 µM; hit rate 0.048% among 320,000; in the data active = inhibition above about 38%;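 also: extracellular domain of Rv3671c used as enzyme; 0% = enzyme with DMSO and 100% = no enzyme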
# PrPC TRFRET: cell surface PrPC inhibition, primary TR-FRET screen; P04156; TR-FRET read-out; inhibition, % at 13.8 µM; hit rate 0.43% among 370,000; AID 720596; in the data active = inhibition above about 24%; also: 0% = median of the test wells and 100% = reference compound wells
# SARS 3CLpro inh: SARS-CoV 3CLpro protease inhibition; P0C6X7; recombinant SARS-CoV 3CLpro, quenched FRET peptide cleavage; inhibition, % at 6 µM; hit rate 0.14% among 290,000; AID 1706; in the data active = inhibition above about 12%
# SSB-PriA inh: K. pneumoniae PriA-SSBct interaction inhibition; AlphaScreen SSBct-PriA binding, biotinylated peptide; inhibition, % at 33 µM; hit rate 0.6% among 430,000; in the data active = inhibition mostly above about 37%, no sharp cut-off; inactive = mostly below about 20%;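 also: plate controls were negative control peptide for no effect and reference peptide for full effect; strong numbers were not always called active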
# BoNT F protease: inhibitors of Botulinum neurotoxin F light chain protease; Multiplex microsphere protease cleavage assay, flow cytometry; hit rate 0.22% among 360,000; inhibition, % at 10 µM; AID 588497; in the data active = inhibition above about 35%, passing the limit was not always enough; inconclusive = no clear call, values can overlap the other calls; also: plate controls were buffer without enzyme for full effect and enzyme alone for no effect
# CCHFV vOTU inh: CCHFV vOTU protease inhibition | Pep-AMC fluorescence | inhibition, % at 11.5 µM | hit rate 0.55% among 370,000; in the data active = inhibition above about 30%; also: 0% = vehicle wells with enzyme and 100% = no enzyme wells
# MazEF act: activators of E. coli MazEF toxin-antitoxin RNase. AID 504720. activation, % at 20 µM. FAM/BHQ RNA-DNA oligo cleavage fluorescence, 5 h. hit rate 0.32% among 350,000; in the data active = activation above about 50%
# The depositor's hits bear a star; ? = inconclusive; . = not tested or not shown. Rule as the data show it, unless noted: active = inhibition above about 30%; inconclusive = no clear call, values can overlap the other calls; inactive = below that. The list is partial; the hit share may differ from the screen's.
SMILES,VHR inh abs,Anthrax LF prot,BoNT-A LC inh2,Rv3671c protease,PrPC TRFRET,SARS 3CLpro inh,SSB-PriA inh,BoNT F protease,CCHFV vOTU inh,MazEF act
CCCN1C2CCCC1CC(NC(=O)C1CCCCC1)C2 (centres undefined),12,-6,-0.7,4,-2,0,-5,-7,-6,2
CC(C)N1CCC(N2CCN(C3CCCCCC3)CC2CCO)CC1 (centres undefined),22,2,0.0,7,-3,0,11,-3,-6,0
Cc1ccc(CNC(=O)c2cc(-c3ccccc3)nn2Cc2cc(C)no2)cc1,.,2,-0.7,-25,-2,.,-17,-2,9,-1
CCCc1cc(=O)[nH]c(Nc2ccc(OC)c(Cl)c2)n1,6,-4,0.0,1,6,0,3,-10,-2,2
CC1CN(C(=O)CSc2cn(CC(=O)N3CCOCC3)c3ccccc23)CC(C)O1 (centres undefined),-9,-2,0.1,0,4,0,1,3,14,3
COc1ccc(S(=O)(=O)NC(C)C(=O)N2CCCC2)cc1Cl (centres undefined),4,31*,2.5,.,3,-1,-6,?,-7,1
CCN1C[C@@H]2[C@@H]3C(=O)N(Cc4ccccc4)C(=O)[C@@H]3[C@](CC)(C(=O)OC)N2C1=NC,.,-2,0.1,.,1,.,-13,2,1,13
COc1ccc(C2=C(CC(=O)O)C(=O)CC2)cc1,1,2,0.2,-6,3,3,1,-1,-2,0
CC1(C(=O)NS(=O)(=O)c2ccc(Cl)s2)CCN1C(=O)c1ccc(C2CCCCC2)cc1 (centres undefined),.,1,-0.1,.,1,.,.,-5,7,.
O=C(CCC(=O)N(c1ccc(F)cc1)C(C(=O)NC1CCCC1)c1ccncc1)Nc1cccnc1 (centres undefined),12,-8,-0.2,-6,6,1,-14,-8,-16,-4
CC(=O)c1ccc2c(c1)C1C=CCC1C(c1ccc(S(=O)(=O)N3CCOCC3)cc1)N2 (centres undefined),-2,-1,0.1,9,-5,3,-9,-9,2,2
CCOC(=O)c1ccc(-c2csc(NC(=O)CN3CCC(C)CC3)n2)cc1,-7,5,-3.2,-6,-6,-8,1,5,20,2
O=C(O)CCn1c(=S)n(CCC(=O)O)c2ccccc21,-15,-15,-0.7,3,-6,0,-9,-4,-8,-2
CC(C(=O)NC(=O)NC1CCCCC1)N1CCN(C(c2ccccc2)c2ccccc2)CC1 (centres undefined),-10,-7,-1.9,3,-7,9,0,-7,-6,0
CCOC(=O)c1c(C)c(C(=O)Nc2ccc(F)cc2)c(C)n1C,22,0,0.1,-5,0,1,-2,-4,0,-2
CC1CN(C(=O)c2ccc(C(=O)c3ccccc3)cc2)CC(C)O1 (centres undefined),2,-4,0.0,-2,0,-1,2,-16,-10,1
CCOC(=O)c1sc2nc(CC(=O)OC)nc(N3CCN(c4ccc(OC)cc4)CC3)c2c1C,-4,-14,-1.6,0,11,-2,25,-1,-2,-6
CO/N=C(\Cn1ncc(NC2CCCCC2)c(Br)c1=O)c1ccc(Cl)cc1,14,0,0.8,4,3,2,.,11,17,-1
COc1cccc(-n2cc(CN(C)Cc3nc(Cc4ccccc4)no3)cn2)c1,35,-2,-0.3,-3,3,-5,-17,-4,-12,-9
CCCn1c(CN2CCCCC2CC)nc2c1c(=O)n(C)c(=O)n2C (centres undefined),13,-5,-0.7,-3,5,5,-18,-1,16,7
COc1ccc(CCN(C)Cc2cccc3ccccc23)cc1OC,6,8,-2.0,-4,-3,-2,2,-32,11,-2
O=C(NCCN1CCCC1)c1ccc(Br)cc1,-12,19,-6.9,4,-2,4,-5,?,-14,-2
O=C(OCC(=O)N1CCN(C(=O)c2ccco2)CC1)c1cc(-c2ccc(Cl)c(Cl)c2Cl)nc2ccccc12,20,-7,0.2,-20,4,2,-3,2,2,0
CCN(CCCNC(=O)c1c(C)cc(=O)oc1C)c1ccccc1,2,-6,1.0,-4,-2,-5,-2,5,3,2
CSC1=N/C(=C\c2ccccc2)C(=O)N1C,27,-11,2.8,-3,0,-4,-9,3,2,-2
Cc1cc(C)n(Cc2ccc(NC(=O)c3c([N+](=O)[O-])c(C)nn3C)cc2)n1,18,-2,3.5,-3,-6,2,4,4,-11,5
CCOC(=O)c1ccc(NC(=O)c2nc[nH]c2C(=O)N[C@@H](CC(C)C)C(=O)OC(C)(C)C)cc1,-1,3,0.2,-25,8,.,-4,0,-3,3
CCOC(=O)C1=C(CSc2nc(-c3ccccc3)ccc2C#N)OC(N)=C(C#N)C1c1cccnc1 (centres undefined),-2,-2,2.7,-20,-3,3,-10,-4,-2,-14
CC(=O)N1CCN(C2=NC(=O)/C(=C\c3cccs3)S2)CC1,18,-1,-0.4,-4,-4,-2,-14,-9,10,3
COc1ccc(NC(=O)CN2CCN(CC(=O)Nc3cc(OC)cc(OC)c3)CC2)cc1,-22,-1,0.3,.,-9,.,2,-3,5,7
COCCN1Cc2cccc(C(=O)Nc3ccc(C)c(C)c3)c2C1=O,19,-2,1.3,-16,7,-4,-10,8,7,9
COc1ccc(C2(O)CCN(C(=O)c3c(F)cccc3F)CC2)cc1,28,-5,0.0,7,5,2,-13,0,-5,2
C=CCn1cc(C(=O)c2cc(Br)ccc2O)cc(C#N)c1=O,3,0,-0.1,-3,16,1,2,-7,17,6
O=C(NCCCn1ccnc1)/C(=C\c1ccco1)NC(=O)c1ccco1,11,0,0.0,4,0,-2,-7,2,-3,3
C[C@H]1CN([C@@H](C)CO)C(=O)Cc2cc(NS(C)(=O)=O)ccc2O[C@@H]1CN(C)Cc1ccc(Cl)c(Cl)c1,.,0,0.1,2,-2,.,0,0,6,3
Cc1ccc(S(=O)(=O)Nc2cc3c(cc2N2CCOCC2)n(C)c(=O)c(=O)n3C)cc1,-31,5,-0.7,2,-5,-4,-3,-2,27,1
O=C(COC(=O)CCC(=O)c1cccs1)Nc1cccc(F)c1,.,-1,-0.2,-7,-5,.,-8,-7,-9,6
COc1ccc(NC(=O)c2ccc(C)cc2)cc1,-4,1,1.9,4,-8,0,-11,?,2,5
CCCCN(C(C)=O)c1ccc2c(c1)C1CC2CCN1C(=O)OCc1ccccc1 (centres undefined),.,-7,0.1,.,22,.,-11,-4,10,-12
COc1ccc(NC(=O)Nc2cccs2)cc1Cl,8,-4,-0.1,3,9,1,13,-14,7,-3
Cc1cc(N2C(=O)CC(Cc3ccc(Cl)cc3)C2=O)no1 (centres undefined),9,7,0.5,5,-1,1,-20,6,5,0
O=C(C(=O)N1CCN(c2ccccc2)CC1)c1cn(CC(=O)N2CCCCCC2)c2ccccc12,14,8,12,-3,2,0,5,3,-1,-9
Cc1ccc(/C=C(\CCC(=O)O)c2nc3ccccc3s2)cc1[N+](=O)[O-],-7,-8,-0.5,3,-6,6,1,-12,31*,3
CC(C)=CCC[C@H](C)CC1Cc2[nH]c(=S)[nH]c(=O)c2C(c2ccc(Cl)cc2)O1 (some centres undefined),.,-3,-0.1,.,-4,.,.,1,30*,.
NC(=O)c1ccc(/C=N/O)nc1,-1,2,0.2,7,0,-1,.,-1,4,3
O=C(Nc1cc(S(=O)(=O)N2CCCC2)ccc1OCC(F)(F)F)c1ccncc1,.,6,0.3,.,0,.,.,6,1,8
Cc1ccc(N2C(=O)C(CC(=O)Nc3cccc(F)c3)N(CCc3ccncc3)C2=O)cc1 (centres undefined),6,-12,-1.3,4,-9,2,1,-5,10,2
O=C1C2C3CCC(O3)C2C(=O)N1c1cc(OCC(F)F)cc([N+](=O)[O-])c1 (centres undefined),.,-5,-3.5,.,-11,.,-3,-1,-3,-13
CCc1cccc(NC(=O)[C@@H]2CCCN2C2=NS(=O)(=O)c3ccccc32)c1,.,4,0.7,-6,-2,.,1,4,-2,6
Cc1ccc([N+](=O)[O-])cc1S(=O)(=O)N1CCCC1,14,0,-0.9,-7,-21,-2,-9,-6,-3,6
# (listing goes on)
SMILES,VHR inh abs,Anthrax LF prot,BoNT-A LC inh2,Rv3671c protease,PrPC TRFRET,SARS 3CLpro inh,SSB-PriA inh,BoNT F protease,CCHFV vOTU inh,MazEF act
CCOC(=O)C1=C(CC)Nc2ccccc2N=C1NC(=O)CCN1C(=O)C2CCCCC2C1=O (centres undefined),33,-6,1.7,4,-2,-3,-2,1,-10,-2
COc1cc(C(=O)NCC(=O)N/N=C/c2c(C)[nH]c3ccccc23)cc(OC)c1OC,4,-5,0.2,0,-4,2,.,-6,1,8
COc1ccc(CC(=O)NNC(=O)c2ccccc2)cc1OC,.,-8,0.2,4,-2,.,8,-5,-6,-3
CC(CNC(=O)c1ccc2c(c1)OCO2)c1ccc([N+](=O)[O-])cc1 (centres undefined),11,-1,-0.9,-7,-15,6,-6,-5,-6,-24
COc1cc(NC(=O)c2cccc(F)c2)cc(OC)c1OC,21,-1,-0.5,-7,-5,6,4,-2,-10,9
O=C(COc1nnnc2ccccc12)N1CCCc2ccccc21,-4,-7,0.5,6,-9,2,-9,-2,-8,10
Cc1ccc(S(=O)(=O)NCCCCC(NC(=O)OC(C)(C)C)C(=O)O)cc1 (centres undefined) (tested in a mixture with another compound),12,-4,-0.3,2,-9,-3,.,0,18,3
COc1ccccc1NS(=O)(=O)c1cccc(C(=O)NCC(c2ccc(F)cc2)N2CCOCC2)c1 (centres undefined),.,-1,-1.0,1,-3,.,-8,4,-16,-3
CCOC(=O)N1CCN(CCC(=O)Nc2ccc(OC)cc2)CC1,8,2,1.0,-5,-2,-2,1,1,5,3
CCn1c(=O)n(CC)c2cc(S(=O)(=O)NCCOc3ccccc3)c(C)cc21,-11,0,0.8,-1,1,-3,0,2,-16,3
CCOC(=O)N1N=C(C)CC1(O)c1ccccc1 (centres undefined),-8,2,0.7,-3,8,-5,-16,3,2,1
CC(=O)c1c(C)[nH]c(C(=O)COc2cc(C)ccc2C(C)C)c1C,8,-7,0.1,-9,26*,2,-4,7,-2,-6
COC(=O)c1ccccc1NC(=O)CSc1nccc(C)n1,35,8,0.4,-3,-4,0,-1,2,4,-17
COc1ccc(N(CC(=O)NCCc2ccccc2)C(=O)CCC(=O)Nc2ccccn2)cc1,16,-2,0.4,0,-1,-1,-7,3,-2,1
CC1(C(=O)Nc2cccc3ncccc23)CCN1C(=O)Cc1ccc(-c2ccccc2)cc1 (centres undefined),.,-6,0.2,.,6,.,.,-1,1,.
COc1ccc(CCNCC(O)COc2cccc(Br)c2)cc1OC (centres undefined),5,0,-0.7,2,-10,2,-2,-3,-4,7
CCCCn1c(N)c(N(CC)C(=O)c2ccccc2C)c(=O)[nH]c1=O,52*,-1,1.3,-7,-3,-6,15,0,6,13
CCOC(=O)c1ccc(Oc2cc(C)nc(Cl)n2)cc1,-3,2,?,1,-4,3,-7,?,-10,-4
O=[N+]([O-])c1cc(-c2cnc3ccccc3n2)ccc1Cl,18,-1,-0.2,-2,-11,-1,-10,1,-9,-25
CN1CC[C@@H]2C(=O)N3CCc4ccc(Br)cc4[C@@H]3C[C@@H]21,.,-4,0.1,.,-5,.,-8,-5,-11,-20
Cc1cc(-c2nnc(CCC(=O)N3CCN(Cc4cccc(F)c4)CC3)o2)c(C)o1,16,-5,-0.4,-2,5,1,-2,-5,15,-3
S=C1NCCNC(=S)NCCOCCN1,20,2,-1.4,-1,-4,-1,-4,5,-9,-7
O=C(COC(=O)c1cccc(Br)c1)NC1CCCCCCC1,.,-2,0.2,.,1,.,.,-2,16,4

# Shown with values under each structure: four of the compounds above
# Fields: VHR inh abs, Anthrax LF prot, BoNT-A LC inh2, Rv3671c protease, PrPC TRFRET, SARS 3CLpro inh, SSB-PriA inh, BoNT F protease, CCHFV vOTU inh, MazEF act
CN1CC[C@@H]2C(=O)N3CCc4ccc(Br)cc4[C@@H]3C[C@@H]21
    ., -4, 0.1, ., -5, ., -8, -5, -11, -20
Cc1cc(-c2nnc(CCC(=O)N3CCN(Cc4cccc(F)c4)CC3)o2)c(C)o1
    16, -5, -0.4, -2, 5, 1, -2, -5, 15, -3
S=C1NCCNC(=S)NCCOCCN1
    20, 2, -1.4, -1, -4, -1, -4, 5, -9, -7
O=C(COC(=O)c1cccc(Br)c1)NC1CCCCCCC1
    ., -2, 0.2, ., 1, ., ., -2, 16, 4
